Compound activity as filed in PubChem.
BH1578 lux ind: inducers of Vibrio cholerae quorum light production without autoinducers | V. cholerae BH1578 lux reporter, luminescence, 6 h | activation, % at 18.7 µM | hit rate 0.16% among 350,000 | AID 588436; in the data active means activation mostly above about 9.7%, no sharp cut-off; further: not every result past the cut was called active; inactives centre near 0; reference of the scale not given here
BioA inh: BioA (M. tuberculosis) enzyme inhibition | purified M. tuberculosis BioA enzyme, plate reader | inhibition, % at 9.99 µM | hit rate 0.096% among 360,000 | AID 602481; in the data active means inhibition above about 40%
Mtb UGM inh: inhibitors of M. tuberculosis UDP-galactopyranose mutase; purified UGM, fluorescence polarization probe displacement; inhibition, % at 10 µM; hit rate 0.06% among 320,000; AID 504406; in the data active means inhibition above about 10%, passing the limit was not always enough
Target sequence (P9WIQ1 whole entry, looked up): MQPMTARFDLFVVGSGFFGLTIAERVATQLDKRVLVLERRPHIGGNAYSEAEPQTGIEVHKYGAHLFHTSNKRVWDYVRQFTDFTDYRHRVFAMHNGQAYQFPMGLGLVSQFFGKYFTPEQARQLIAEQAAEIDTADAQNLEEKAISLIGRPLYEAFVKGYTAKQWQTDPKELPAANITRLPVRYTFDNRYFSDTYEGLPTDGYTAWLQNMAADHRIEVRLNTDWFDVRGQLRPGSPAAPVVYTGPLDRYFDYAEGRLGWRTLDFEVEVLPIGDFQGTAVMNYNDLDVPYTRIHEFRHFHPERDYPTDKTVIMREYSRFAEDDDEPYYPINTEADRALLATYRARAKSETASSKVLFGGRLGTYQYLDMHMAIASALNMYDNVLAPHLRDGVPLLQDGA
FBA Mtb inh: inhibits M. tuberculosis FBA enzyme; P9WQA3; purified M. tuberculosis FBA, fluorescence read-out; inhibition, % at 1 µM; hit rate 2.3% among 360,000; AID 588726; in the data active means inhibition above about 27%;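 further: 0% = vehicle and 100% = reference inhibitor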
Rv3671c protease: inhibitors of M. tuberculosis serine protease Rv3671c | P9WHR9 | inhibition, % at 5.96 µM | hit rate 0.048% among 320,000 | AID 2606; in the data active means inhibition above about 38%;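 further: extracellular domain of Rv3671c used as enzyme; 0% = enzyme with DMSO and 100% = no enzyme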
Target sequence (P9WHR9 whole entry, looked up, the tested form may be a part): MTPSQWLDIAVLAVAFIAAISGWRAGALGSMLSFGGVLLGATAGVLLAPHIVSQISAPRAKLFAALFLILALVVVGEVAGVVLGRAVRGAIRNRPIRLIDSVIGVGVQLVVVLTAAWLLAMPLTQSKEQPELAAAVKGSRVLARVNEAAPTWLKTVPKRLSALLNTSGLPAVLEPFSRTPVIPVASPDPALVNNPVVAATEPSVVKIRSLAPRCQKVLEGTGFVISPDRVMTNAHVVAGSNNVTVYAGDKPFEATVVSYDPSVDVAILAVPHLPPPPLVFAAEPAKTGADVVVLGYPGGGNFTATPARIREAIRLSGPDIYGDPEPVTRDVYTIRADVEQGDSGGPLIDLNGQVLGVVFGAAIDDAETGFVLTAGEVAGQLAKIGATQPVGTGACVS
3CLpro inhibitor: SARS-CoV 3CLpro protease inhibition | P0C6X7 | recombinant SARS-CoV 3CLpro, quenched FRET peptide cleavage | inhibition, % at 6 µM | hit rate 0.14% among 290,000; in the data active means inhibition above about 12%
MazF activator: activators of E. coli MazEF toxin-antitoxin RNase; AID 504720; activation, % at 20 µM; hit rate 0.32% among 350,000; FAM/BHQ RNA-DNA oligo cleavage fluorescence, 5 h; in the data active means activation above about 50%
Target sequence (P0AE70 whole entry, looked up): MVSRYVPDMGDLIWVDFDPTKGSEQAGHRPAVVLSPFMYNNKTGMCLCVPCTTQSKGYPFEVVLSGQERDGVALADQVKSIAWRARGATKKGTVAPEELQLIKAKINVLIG
VHR inh abs: inhibitors of human VHR1 phosphatase (DUSP3); recombinant VHR phosphatase, pNPP absorbance; inhibition, % at 13.3 µM; hit rate 0.52% among 290,000; AID 1654; in the data active means inhibition above about 50%; further: some compounds called inactive have numbers as strong as hits
GDH-TPI inh: counter-screen for M. tuberculosis FBA inhibitors: GDH-TPI coupled enzymes | GDH-TPI coupled enzyme counterscreen, NADH absorbance | inhibition, % at 4.8 µM | hit rate 1.2% among 360,000; in the data active means inhibition above about 30%;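 further: 0% = DMSO wells and 100% = wells lacking the enzyme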
PriA SSB inh: blocks PriA binding to SSB C-terminal tail; AlphaScreen SSBct-PriA binding, biotinylated peptide; inhibition, % at 33 µM; hit rate 0.6% among 430,000; AID 1272365; in the data active means inhibition mostly above about 37%, no sharp cut-off; inactive means mostly below about 20%;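 further: plate controls were negative control peptide for no effect and reference peptide for full effect; strong numbers were not always called active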
* hit, by the source's call; i = inactive; . = not tested or not shown; & = joins results of further samples. This is a subset (hit frequency here may not be typical).

mol	BH1578 lux ind	BioA inh	Mtb UGM inh	FBA Mtb inh	Rv3671c protease	3CLpro inhibitor	MazF activator	VHR inh abs	GDH-TPI inh	PriA SSB inh
CCC1(c2ccccc2)NC(=O)N(CC(=O)Nc2cccc(S(=O)(=O)N3CCCCC3)c2)C1=O (configuration not stated)	-9.3	-5.1	.	4	.	.	1	.	5	7
CN(CCO)c1cc(N(C)CCO)c([N+](=O)[O-])cc1[N+](=O)[O-]	i	.	-0.7	-2	3	1	-19	2	20	-14
Cc1ccc(S(=O)(=O)NCc2ccco2)cc1C(N)=O	1.9	.	-0.5	4	15	-1	7	3	9	4
Cc1ccc(NC2(C#N)C(=O)Nc3ccccc32)cc1 (configuration not stated)	-0.2	-0.7	-0.2	-3	-8	-3	9	13	9	0
N#Cc1ccc(C(=O)NNC(=O)c2cccc(S(=O)(=O)N3CCOCC3)c2)cc1	i	-0.5	-1.1	2	0	.	-10	.	9	0
O=C(Cn1c(/C=C/c2ccccc2)nc2ccccc21)Nc1ccc(F)cc1	i	.	2.0	22	-20	-4	6	51*	19	-10
COc1ccc(C(=O)CN2CCN(c3ccc(Cl)cc3)CC2)cc1OC	1.5	7.4	3.4	3	1	-4	12	20	3	-4
Cc1ccc(S(=O)(=O)NCC2CCCO2)cc1 (configuration not stated)	0.8	-1.7	0.9	1	8	-4	3	-4	11	-3
CC(=O)Nc1cccc(OCC(=O)NS(=O)(=O)c2ccc(Cl)cc2)c1	-0.4	-1.1	-1.8	8	-3	0	-2	0	0	-16
CCCC(=O)N1CCCC1(C)C(=O)Nc1ccc(OC(F)F)cc1 (configuration not stated)	-5.0	-1.4	.	1	.	.	.	.	-5	.
OCC1(Cc2cccc(Cl)c2)CCCN(Cc2sc(N3CCCC3)nc2Cl)C1 (configuration not stated)	-4.8	-0.1	4.3	6	1	3	-15	14	3	-15
COc1ccc(-c2cc(C(F)(F)F)n3ncc(C(=O)N4CCCCC4c4cccnc4)c3n2)cc1 (configuration not stated)	-2.0	.	1.5	4	5	6	17	13	17	-5
CS(=O)(=O)Nc1ccc(C(=O)Nc2cccc([N+](=O)[O-])c2)cc1	i	.	0.1	-1	4	0	-1	-15	3	-7
Cc1ccc(CSC2=NCCN2S(=O)(=O)c2ccc(C)cc2)cc1	-0.4	-0.4	.	-3	.	.	-5	.	2	.
CCc1ccc(-n2c(SCc3c(C)noc3C)nnc2-c2ccncc2)cc1	4.2	5.6	-0.4	-4	4	1	-1	10	-4	6
NNC(=O)c1csc(-c2ccc(C(F)(F)F)cc2Cl)n1	-0.4	.	-6.5	1	-17	5	6	18	-3	-4
COc1cccc(-c2nc(CS(=O)(=O)CC(=O)NC3CCCCC3C)c(C)o2)c1 (configuration not stated)	-0.3	-2.0	6.2	1	-2	1	-28	-47	9	-11
CNC(=O)CN1C(=O)CSc2nc(C)cc(C)c21	-0.2	-0.3	1.4	2	6	-6	-4	30	-6	-11
CSc1nc(-c2ccc(C)cc2)nc(N)c1C#N	0.9	1.3	3.0	-1	5	0	-17	17	25	-15
C[n+]1cccc2c(Br)ccc([O-])c21	1.2	-2.5	0.9	-3	-16	13*	2	27	4	1

3 compounds out of the list, arranged by formula weight, highest first:
mol	BH1578 lux ind	BioA inh	Mtb UGM inh	FBA Mtb inh	Rv3671c protease	3CLpro inhibitor	MazF activator	VHR inh abs	GDH-TPI inh	PriA SSB inh
COc1cccc(-c2nc(CS(=O)(=O)CC(=O)NC3CCCCC3C)c(C)o2)c1 (configuration not stated)	-0.3	-2.0	6.2	1	-2	1	-28	-47	9	-11
CCc1ccc(-n2c(SCc3c(C)noc3C)nnc2-c2ccncc2)cc1	4.2	5.6	-0.4	-4	4	1	-1	10	-4	6
C[n+]1cccc2c(Br)ccc([O-])c21	1.2	-2.5	0.9	-3	-16	13*	2	27	4	1

Following part.
mol	BH1578 lux ind	BioA inh	Mtb UGM inh	FBA Mtb inh	Rv3671c protease	3CLpro inhibitor	MazF activator	VHR inh abs	GDH-TPI inh	PriA SSB inh
C/C(=N\S(=O)(=O)c1ccc(C)cc1)N1CCN(S(=O)(=O)c2ccccc2)C1	-0.4	-1.4	-0.6	-5	2	-4	4	2	10	.
COc1ccc(C(=O)N2CCCC(CNC(=O)c3ccc(F)cc3)C2)cc1OC (configuration not stated)	i	2.3	-3.3	1	1	1	10	-10	10	-6
O=C(COC(=O)C1CCC1)Nc1cc(S(=O)(=O)N2CCCCC2)ccc1Cl	i	-1.0	2.7	2	0	.	0	.	0	-1
O=C(OCC(=O)N1CCCC1=O)c1cc(S(=O)(=O)N2CCOCC2)ccc1F	-0.8	-1.8	1.1	-2	0	.	7	.	6	-13
N#CCSc1nnc(COc2ccc3ccccc3c2)o1	i	-2.1	0.4	0	-1	1	3	14	9	-18
CCc1cccc(OCCCCNCCO)c1	0.0	-0.1	0.1	-6	-1	2	4	35	10	-2
O=S(=O)(Nc1ccc(-n2cnnn2)cc1)c1cccc(F)c1	-1.4	0.5	.	-2	.	.	2	.	-2	-12
CC(C)C(=O)Nc1nc2ccc(S(C)(=O)=O)cc2s1	-0.2	.	-1.2	1	7	-3	1	4	5	-14
O=C(CSc1nnc2scc(-c3ccc(Cl)cc3)n12)NCc1ccc2c(c1)OCO2	-0.9	.	-0.1	2	-1	2	3	3	1	-9&-1
COc1ccc(CNc2nc3nc(C)c(Cl)c(=O)n3[nH]2)cc1	-0.1	-1.1	0.7	2	2	-2	1	10	-1	-8
CCCc1cc(=O)[nH]c(SCC(=O)Nc2ccc(Br)cc2)n1	-0.7	-3.3	0.9	-4	6	-2	-2	4	9	1
c1ccc(CCC2CCCCN2Cc2cn[nH]c2-c2cc3ccccc3o2)nc1 (configuration not stated)	i	-0.4	0.7	-2	-4	0	8	26	-3	-10
CC1(C)Cc2c(cnn2-c2ccc(F)cc2)C(NC(=O)C2=NNC(=O)CC2)C1 (configuration not stated)	i	0.5	-0.1	-2	-4	5	6	-31	0	14
COC(=O)c1ccc(Oc2nc(NC(C)C)nc(SC)n2)cc1	-7.2	-1.7	-4.3	-2	6	1	3	-4	-1	-6
CCn1nc(C)cc1C(=O)N1CCCC(Nc2ccc(C(C)C)cc2)C1 (configuration not stated)	i	0.3	.	-1	.	-4	-1	21	-2	4
CCNc1nc(NC(C)(C)C)nc(SC)n1	i	1.3	-1.3	0	-1	.	8	.	2	-2
O=C(NCc1ccccc1Cl)C1CC(=O)N(Cc2ccccc2)C1 (configuration not stated)	0.1	.	-1.1	6	0	5	0	0	2	0
O=c1[nH]ncc(N/N=C\c2ccncc2)c1Cl	0.6	14	-0.2	-4	0	2	3	22	44*	.
COc1ccc(CC(=O)Nc2c3c(nn2-c2cccc(C)c2C)CS(=O)C3)cc1OC (configuration not stated)	-0.6	-1.3	-2.0	1	2	-1	7	25	10	-2
COc1ccc(C(=O)Cn2cc[n+](C)c2)cc1	1.3	-2.6	2.5	4	3	0	8	-23	13	1

Three records drawn at random from the list so far, as already listed:
mol	BH1578 lux ind	BioA inh	Mtb UGM inh	FBA Mtb inh	Rv3671c protease	3CLpro inhibitor	MazF activator	VHR inh abs	GDH-TPI inh	PriA SSB inh
CCc1cccc(OCCCCNCCO)c1	0.0	-0.1	0.1	-6	-1	2	4	35	10	-2
COc1cccc(-c2nc(CS(=O)(=O)CC(=O)NC3CCCCC3C)c(C)o2)c1 (configuration not stated)	-0.3	-2.0	6.2	1	-2	1	-28	-47	9	-11
COc1ccc(C(=O)N2CCCC(CNC(=O)c3ccc(F)cc3)C2)cc1OC (configuration not stated)	i	2.3	-3.3	1	1	1	10	-10	10	-6

Further records follow:
mol	BH1578 lux ind	BioA inh	Mtb UGM inh	FBA Mtb inh	Rv3671c protease	3CLpro inhibitor	MazF activator	VHR inh abs	GDH-TPI inh	PriA SSB inh
CC(C)c1ccc(NC(=O)C2C3C=CC4(CN(Cc5cccnc5)C(=O)C24)O3)cc1 (configuration not stated)	-0.2	.	0.8	2	0	2	9	21	-3	-10
COc1ccc(CC2(CO)CCN(Cc3ccc4c(c3)CCO4)CC2)cc1	i	.	0.0	3	-4	-3	9	8	1	2
CCCOc1c(Br)cc(C2C3=C(CCCC3=O)N(CC)C3=C2C(=O)CCC3)cc1OC	-0.4	.	-0.5	31*	0	2	-8	24	5	-25
COCCN(Cc1cc2cc3c(cc2nc1Cl)OCO3)C(C)=O	2.5	.	1.8	3	-4	-3	2	-5	12	-10
CN1CCN(C(=O)COc2ccc(S(=O)(=O)Nc3ccc(Cl)cc3)cc2)CC1	i	-1.5	.	1	.	.	5	.	-4	.
Cn1c(=O)c2c(nc(SCCN3CCOCC3)n2Cc2ccccc2Cl)n(C)c1=O	-0.6	0.5	0.3	0	-4	-3	0	18	-1	-10
O=C(c1c(F)cccc1F)N1CCN(c2cccc(C(F)(F)F)c2)CC1	-2.0	3.6	-0.4	0	-9	-3	-1	-10	0	-5
COc1ccc(-c2nnc3ccc(SCC(=O)NCc4ccco4)nn23)cc1	i	-1.4	0.6	2	-3	5	3	8	4	-14
Oc1c(Cl)cc(Cl)cc1/C=N/c1ncn[nH]1	-2.2	.	2.1	3	2	0	7	7	-2	.
O=C(Nc1ccccn1)c1ccc(=O)[nH]n1	i	-1.4	-0.1	-1	2	-4	1	9	5	-3
CSCCC(NC=O)C(=O)NC(C)C(=O)O (configuration not stated)	0.0	-0.5	.	-1	.	.	0	.	8	-11
COc1ccc(C(=O)Nc2c(N)nc[nH]c2=O)cc1	-0.4	.	-2.9	2	-1	.	-1	.	-3	-9
Cc1cc(C)nc(NC(=O)c2ccc(C)c(C)c2)n1	0.7	0.8	0.4	5	-1	0	7	9	1	12
NC(=O)N/N=C/c1cccc(C(F)(F)F)c1	-4.8	-4.6	1.7	6	-3	-3	-1	4	4	i

Entries listed so far that have a nitro group on carbon:
mol	BH1578 lux ind	BioA inh	Mtb UGM inh	FBA Mtb inh	Rv3671c protease	3CLpro inhibitor	MazF activator	VHR inh abs	GDH-TPI inh	PriA SSB inh
CN(CCO)c1cc(N(C)CCO)c([N+](=O)[O-])cc1[N+](=O)[O-]	i	.	-0.7	-2	3	1	-19	2	20	-14
CS(=O)(=O)Nc1ccc(C(=O)Nc2cccc([N+](=O)[O-])c2)cc1	i	.	0.1	-1	4	0	-1	-15	3	-7
